# Source: PubChem (several laboratories)
# M1AAP inhibition – malaria alanyl aminopeptidase activity blockers – biochemical, fluorogenic H-Leu-NHMec substrate, 1536-well (AID 1445). recombinant M1AAP, H-Leu-NHMec fluorogenic kinetic assay; higher % means a stronger effect. inhibition, % at 30 µM; hits with a dose series show IC50 in µM. actives 0.42% (n = 220,000);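 active means primary inhibition above the hit cutoff, then over 50% inhibition at one or more dose response concentrations, cut at about 23% in these data, passing the limit was not always enough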;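 further: plate controls were DMSO full reaction for no effect and no enzyme background for full effect; strong numbers were not always called active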
# XIAP antagonists – XIAP antagonists, biochemical, IAP family, fluorescence polarization (AID 1018); actives 0.007% (n = 200,000); displacement, % at 20 µM; hits with a dose series show IC50 in µM; XIAP BIR domain, fluorescence polarization peptide displacement; higher % means a stronger effect; in the data active means displacement above about 50%; further: a part of the inactive calls stands beside numbers as strong as those of hits
# Hep lipid drop – modulators of hepatic lipid droplet formation; actives 0.4% (n = 240,000); inhibition, % at 6.5 µM; AML12 mouse hepatocytes, oleate lipid droplets, BODIPY imaging;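 active means lipid droplet intensity inhibited by at least 50%, with more than 500 cells counted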
#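 Test system: AML12 hepatocytes (mouse); reagent: oleate loading, 100 µM; dosing: one dose, 6.5 µM compound; incubation: overnight exposure; signal: fluorescence imaging, 20x objective, two fields per well; read-out basis: % inhibition of corrected integrated BODIPY droplet signal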
# P. falciparum M17LAP – P. falciparum M17LAP inhibitors, primary screen, biochemical, fluorogenic H-Leu-NHMec substrate, 1536-well (AID 1619); inhibition, % at 30 µM; hits with a dose series show IC50 in µM; actives 0.38% (n = 220,000); recombinant M17LAP, H-Leu-NHMec fluorogenic kinetic assay; higher % means a stronger effect;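 active means compound inhibiting the enzyme by more than half at any dose during confirmatory dose-response retesting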;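 further: plate controls were full reaction with DMSO carrier for no effect and no enzyme background for full effect; strong numbers were not always called active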
# HEK293 NOD2/NF-kB – inhibition of NOD2-driven NF-kB reporter – cell-based, luminescence, uHTS, HEK293 (AID 1566); HEK293 NOD2/NF-kB luciferase reporter, luminescence; higher % means a stronger effect; inhibition, % at 4 µM, or EC50 in µM where a hit was titrated; actives 0.63% (n = 290,000); further: many of its hits are not listed in these tables
# LYP phosphatase – PTPN22 lymphoid phosphatase activity blockers – biochemical, fluorescence intensity, uHTS (AID 1779); inhibition, % at 11.5 µM; hits with a dose series show IC50 in µM; actives 0.054% (n = 290,000); recombinant LYP phosphatase, fluorescence intensity; higher % means a stronger effect;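 further: plate controls were vehicle with enzyme for no effect and no enzyme for full effect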
# ER stress rescue – rescue of cells from ER stress-induced death, primary screen, 384-well, CSM14.1, thapsigargin, ATP luminescence (AID 1222) | CSM14.1 thapsigargin-induced death rescue, ATP luminescence; higher % means a stronger effect | cellular ATP content (survival), % at 20 µM, or EC50 in µM where a hit was titrated | 190,000 tested, under 10 active;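 active means EC50 below 50 µM in the dose-response confirmation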;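 further: death triggered by thapsigargin at about 15 µM added after 2 h compound pretreatment; cell ATP read after overnight thapsigargin exposure of roughly 18 to 22 hours; normalized against plate controls of thapsigargin alone and 5% DMSO vehicle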
# AID2073 – disruptors of CaV2.2 binding to Mint1 – biochemical, HTRF (AID 2073); HTRF protein-protein interaction, Mint1-CaV2.2; higher % means a stronger effect; actives 0.19% (n = 290,000); inhibition, % at 20 µM; hits with a dose series show IC50 in µM; in the data active means inhibition mostly above about 51%, no sharp cut-off; further: some results filed as inactive read as strong as hits
# Siah-1 displacement – Siah-1 peptide-binding antagonists, primary screen, biochemical, fluorescence polarization, rhodamine-plectin, uHTS (AID 1817); Siah-1 / rhodamine-plectin peptide fluorescence polarization; higher % means a stronger effect; displacement, % at 20 µM, or IC50 in µM where a hit was titrated; actives 0.02% (n = 290,000);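 active means displacement of at least 50% at 20 µM, with a fluorescence ratio check between 0.3 and a set limit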;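 further: plate controls were Siah plus tracer with DMSO for no effect and tracer alone without Siah for full effect; strong numbers were not always called active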
# Hep lipid drop cells 6.5 µM – further read-out of Hep lipid drop, marked with its call; cell count; measured here: cell count, cytotoxicity flag;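 cells counted across two imaged fields per well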
# Active calls of the source: *; · = no result given. Unless noted, no stated cut-off is given here; in the data, active means inhibition above about 50%; inactive means the rest. The list is partial, so the mix of outcomes need not match the whole.
SMILES,M1AAP inhibition,XIAP antagonists,Hep lipid drop,Hep lipid drop cells 6.5 µM,P. falciparum M17LAP,HEK293 NOD2/NF-kB,LYP phosphatase,ER stress rescue,AID2073,Siah-1 displacement
COc1ccc(C)cc1-n1nnnc1SCC1CCCO1 (stereo unspecified),5%,-5.2%,6,804,2%,-11%,2%,-1.5%,40%,1%
COc1cc2c(cc1OC)C(C(=O)Nc1ccc3c(c1)OCCO3)C(c1cccnc1)N(C)C2=O (stereo unspecified),-8%,-3.8%,·,·,8%,2%,-7%,-0.4%,-9%,-2%
Cc1cccc(NC2=NC(=S)N(CC#N)C23CCCCC3)c1,4%,1.5%,1,712,13%,2%,-8%,-1.8%,-7%,-5%
OCCNc1nc2ccccc2n1-c1ccccc1,4%,-0.8%,-8,701,-5%,-13%,-2%,-3.9%,-5%,0%
C/C(=N\Nc1ccccc1[N+](=O)[O-])c1ccccc1O,·,·,12,793,·,-61%,-1%,·,6%,5%
OC(COc1ccc(CNCCc2ccccc2F)cc1)CN1CCCCC1 (stereo unspecified),6%,-5.2%,-6,619,1%,11%,-7%,-2.7%,-11%,-2%
CCOCC(=O)Nc1cc(OC)c(Cl)cc1OC,1%,-10%,-9,677,0%,26%,-3%,·,6%,1%
CCOC(=O)C1CCN(C(=O)c2cccnc2Oc2ccccc2)CC1,-4%,·,5,622,-2%,4%,-7%,·,1%,-9%
O=C(CSc1nc(-c2ccc(F)cc2)cs1)N1CCc2ccccc21,-3%,-4.6%,·,·,7%,16%,-2%,-1.5%,2%,-1%
COc1cc(C=O)ccc1OCc1c(C)noc1C,4%,-4.3%,13,751,10%,11%,-10%,-0.3%,20%,-4%
CN(CC(=O)NCCc1ccc(Cl)cc1)S(=O)(=O)c1ccc2c(c1)c(=O)n(C)c(=O)n2C,4%,-3.3%,·,·,8%,14%,-8%,-0.1%,-2%,-2%
CC1=NN(c2ccc(C)cc2C)C(=O)C1C(c1ccccc1O)C1C(=O)N(c2ccc(C)cc2C)N=C1C (stereo unspecified),4%,-4.1%,4,673,-4%,-8%,4%,3.0%,26%,-1%
Nc1cc(OC(=O)c2c(F)cccc2Cl)nn1S(=O)(=O)c1ccccc1,·,·,-9,768,·,-7%,-7%,·,3%,1%
CCOC(=O)c1cc(C#N)c(SCC(N)=O)[nH]c1=O,8%,·,12,753,16%,19%,0%,·,-1%,-2%
CNc1nc(SC)nc2ccsc12,-3%,-8.6%,-8,652,3%,2%,2%,2.3%,3%,3%
S=C1NC2=C(CCC/C2=C\c2ccccc2)C(c2ccccc2)N1 (stereo unspecified),0%,-6.5%,-12,688,57%,-8%,2%,-0.6%,12%,-5%
CCn1c(=S)sc2c(=O)n(CC(=O)Nc3ccc(OC)c(Cl)c3)c(C)nc21,·,·,8,698,·,8%,-2%,·,-5%,-1%
Cc1cc(NC(=O)c2cccc(S(=O)(=O)N3CCCC3)c2)no1,2%,-16%,-11,645,3%,10%,1%,-2.0%,6%,-6%
CCC(=O)Nc1cccc(C(=O)c2ccccc2)c1,0%,0.4%,9,728,-1%,7%,-5%,4.4%,0%,-2%
CCn1cc(C(=O)NCc2ccco2)c(=O)c2ccc(C)nc21,·,·,0,831,·,12%,-4%,·,4%,-4%
CC(=O)c1sc(Nc2nc3ccc(F)cc3s2)nc1C,-4%,-8.2%,·,·,2%,-55%,-2%,-2.4%,4%,6%
CC(NC(=O)c1cccs1)c1ccc2c(c1)OCO2 (stereo unspecified),9%,-5.5%,-12,778,1%,1%,-13%,-0.8%,13%,-1%
Cc1ccc(NC(=O)[C@H](C)NC(=O)C2CCN(C(=O)[C@@H](N)C(C)C)CC2)cc1,·,·,7,822,·,-3%,-8%,·,4%,5%
CCOC(=O)c1ccccc1NC(=O)c1ccc2c(SCC(=O)O)c3c(nc2c1)CCCC3,·,·,0,760,·,14%,8%,·,21%,10%
COC(=O)c1sccc1NC(=O)CN(C)NS(=O)(=O)c1ccc(Cl)cc1,10%,-2.0%,·,·,11%,4%,-1%,-3.5%,-7%,-2%
COc1ccccc1CCC(=O)Nc1ccc(C)cc1Cl,3%,0.6%,-32,754,6%,-45%,-2%,0.6%,3%,5%
C=C(C)Cn1c(=O)c2c(nc3n2CCCN3CCc2ccccc2)n(C)c1=O,·,·,-2,740,·,-5%,-7%,·,10%,-1%
O=C(CCc1ccccc1)N1CCN(c2ccc(Cl)cc2)CC1,10%,0.4%,4,767,-1%,-10%,2%,-0.1%,-2%,2%
CC(C)c1ccc(-c2nc(N3CCCCC3)[nH]c(=O)c2C#N)cc1,14%,-4.8%,-4,704,-1%,12%,2%,9.1%,25%,2%
Cc1cc(-c2cccs2)c2c(n1)sc1c(=O)[nH]c(=O)[nH]c12,17%,4.4%,18,748,-7%,3%,-1%,-3.9%,22%,2%

# Brought forward from above: five compounds, then new ones.
SMILES,M1AAP inhibition,XIAP antagonists,Hep lipid drop,Hep lipid drop cells 6.5 µM,P. falciparum M17LAP,HEK293 NOD2/NF-kB,LYP phosphatase,ER stress rescue,AID2073,Siah-1 displacement
COc1ccccc1CCC(=O)Nc1ccc(C)cc1Cl,3%,0.6%,-32,754,6%,-45%,-2%,0.6%,3%,5%
C=C(C)Cn1c(=O)c2c(nc3n2CCCN3CCc2ccccc2)n(C)c1=O,·,·,-2,740,·,-5%,-7%,·,10%,-1%
O=C(CCc1ccccc1)N1CCN(c2ccc(Cl)cc2)CC1,10%,0.4%,4,767,-1%,-10%,2%,-0.1%,-2%,2%
CC(C)c1ccc(-c2nc(N3CCCCC3)[nH]c(=O)c2C#N)cc1,14%,-4.8%,-4,704,-1%,12%,2%,9.1%,25%,2%
Cc1cc(-c2cccs2)c2c(n1)sc1c(=O)[nH]c(=O)[nH]c12,17%,4.4%,18,748,-7%,3%,-1%,-3.9%,22%,2%
COc1ccccc1C(NC(C)=O)c1cc(Cl)c2cccnc2c1O (stereo unspecified),·,·,9,424,·,29%,-7%,·,7%,-8%
CCOC(=O)C(C)Sc1nc2ccccc2c(=O)n1CC1CCCCC1 (stereo unspecified),-2%,-7.7%,2,758,3%,-5%,10%,-1.1%,-2%,2%
Cn1c(SCC(=O)NC2CCCCC2)nnc1-c1ccc(N)cc1,5%,-8.0%,11,714,11%,1%,-8%,-0.4%,-11%,-1%
CCC(C)NC(=O)C1CCN(S(=O)(=O)CC)CC1 (stereo unspecified),3%,-2.6%,·,·,4%,-3%,3%,-0.4%,-4%,0%
Cc1cccc(CNC(=O)C2CCC(=O)N(C3CCCCCC3)C2)c1 (stereo unspecified),·,·,3,825,·,32%,-6%,·,1%,-1%
CCn1cc(C(=O)Nc2ccc(C(=O)N3CCCC3)cc2)c(=O)c2ccc(C)nc21,·,-19%,·,·,·,0%,-5%,-1.1%,-3%,7%
O=C(Nc1nccs1)c1cc(-c2ccncc2)nc2ccccc12,10%,-2.4%,-4,569,4%,-2%,-3%,0.1%,40%,9%
COc1ccc(S(=O)(=O)Nc2ccc(N(C)C(C)=O)cc2)cc1,2%,-6.5%,3,808,2%,-5%,2%,-0.9%,7%,2%
COC(=O)c1cccc(NC(=O)c2cccnc2C(=O)O)c1C,-2%,-8.3%,-8,676,-9%,-2%,-3%,1.6%,6%,7%
Cc1cccc(N/C=C(\[N+](=O)[O-])S(=O)(=O)c2ccccc2)c1C,1%,-2.1%,·,·,2%,14%,0%,0.3%,-22%,-3%
CCCC(=O)NCc1nc2ccccc2n1CC(=O)c1ccccc1,·,·,-1,848,·,-18%,-10%,·,22%,-1%
CC(=O)NC(Cc1ccc(F)cc1)C(=O)NC1CCN(c2nnnn2-c2ccccc2)CC1 (stereo unspecified),5%,-6.8%,6,701,3%,12%,-8%,-2.8%,10%,0%
Cc1ccc(NC(=O)CCCC(=O)O)c(Br)c1,9%,2.2%,-4,751,39%,6%,-5%,-1.9%,1%,-1%
Cc1ccc(S(=O)(=O)N2CCC(=O)N(C(COC(=O)Nc3ccccc3)Cc3ccccc3)CC2)cc1 (stereo unspecified),9%,-20%,20,734,15%,-6%,4%,-4.9%,11%,9%
C=C(C)Cn1c(=O)c2c(nc3n2CC(C)CN3Cc2ccccc2)n(C)c1=O (stereo unspecified),·,·,-4,723,·,23%,-10%,·,-8%,-6%
O=C1CCN(CCc2ccccc2)CCN1[C@H](CO)c1ccccc1,·,·,-2,866,·,0%,-13%,·,11%,-1%
O=C(NC1CCN(Cc2ccccc2)CC1)C1COc2ccccc2O1 (stereo unspecified),3%,-1.7%,7,772,6%,-9%,-13%,-0.6%,49%,1%
O=C(c1cnc2sccn2c1=O)N1CCN(c2ccccc2Cl)CC1,·,·,-6,750,·,9%,-8%,·,5%,8%
O=C(Nc1cccc(F)c1)Nc1cccc(Cl)c1,·,·,-3,773,·,-18%,-1%,·,7%,2%
O=C(CCc1nnc2ccc(N3CCCC3)nn12)Nc1ccc(F)cc1F,·,·,-3,718,·,15%,-8%,·,13%,-7%
CCOc1cccc(NC(=O)C(Cc2cccs2)c2nn[nH]n2)c1 (stereo unspecified),-1%,-1.0%,·,·,24%,-1%,-5%,2.1%,-1%,2%
COC(=O)c1ccc(Cn2nc(C)c(Br)c2C)cc1,-1%,-1.3%,-21,748,7%,-4%,4%,-1.7%,-8%,2%
NC(=O)c1nn(-c2ccc(Cl)cc2Cl)c(=O)cc1O,-4%,-10%,0,680,-3%,25%,2%,-1.6%,-1%,-4%
COc1ccc(C2=NN(C(=O)CSc3nnc(C)n3C)C(c3ccco3)C2)cc1 (stereo unspecified),13%,-4.4%,-3,699,6%,7%,6%,-1.1%,15%,-1%
CC(C)CNC(=O)c1cc(=O)[nH]c2ccc(S(=O)(=O)Nc3ccc(F)cc3)cc12,·,·,-3,774,·,6%,-8%,·,16%,-2%
O=C(Nc1cccc(-n2cnnn2)c1)c1cc(Cl)nc(Cl)c1,·,·,-3,670,·,15%,-12%,·,4%,6%
COc1cc(OC)cc(N(C(=O)CNC(=O)c2cccs2)C(C(=O)NCC2CCCO2)c2ccccc2)c1 (stereo unspecified),·,·,·,·,·,8%,-4%,·,1%,1%
CCOc1ccc2c(c1)nc(SCC(=O)c1ccc(Br)s1)n2C,12%,-4.7%,·,·,55%,25%,-3%,4.3%,-6%,3%
COc1ccc(C(=O)NC(=S)NC2CCSC2=O)cc1 (stereo unspecified),8%,1.0%,-54,619,1%,-6%,-6%,9.1%,-4%,5%
O=C1CCC(C(=O)OC(C(=O)c2c[nH]c3ccccc23)c2ccccc2)=NN1 (stereo unspecified),-1%,-5.3%,-2,624,-2%,9%,0%,-1.2%,9%,0%
